High-throughput results (PubChem BioAssay)
mcGAS MS inh: blocks mouse cGAS cGAMP production; Q8C6L5; recombinant mouse cGAS, cGAMP by RapidFire MS; inhibition, % at 12.5 µM; hit rate 0.18% among 130,000;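 active = inhibition of cGAS enzyme activity at or above 60%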;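 note: enzyme stimulated by 45 bp dsDNA with ATP and GTP substrates; cGAMP share of summed cGAMP plus half ATP and half GTP signals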
Target sequence (Q8C6L5 whole entry, looked up): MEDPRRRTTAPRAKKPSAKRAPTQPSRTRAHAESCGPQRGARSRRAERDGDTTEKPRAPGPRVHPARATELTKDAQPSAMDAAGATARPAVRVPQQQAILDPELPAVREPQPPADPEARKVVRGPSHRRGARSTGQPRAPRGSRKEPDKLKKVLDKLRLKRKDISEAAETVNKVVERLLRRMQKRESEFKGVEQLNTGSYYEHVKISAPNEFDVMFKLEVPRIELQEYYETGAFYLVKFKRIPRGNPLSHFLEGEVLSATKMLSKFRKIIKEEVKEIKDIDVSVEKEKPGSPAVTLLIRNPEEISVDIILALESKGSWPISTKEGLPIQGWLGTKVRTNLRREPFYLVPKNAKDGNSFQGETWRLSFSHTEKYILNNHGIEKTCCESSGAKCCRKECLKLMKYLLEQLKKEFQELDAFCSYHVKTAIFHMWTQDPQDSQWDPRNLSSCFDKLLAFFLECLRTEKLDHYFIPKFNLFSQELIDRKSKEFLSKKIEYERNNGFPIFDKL
* marks the source's active call; other numbers are inactive results; & = joins results of further samples.

| smiles | mcGAS MS inh |
| --- | --- |
| CCC(C)NS(=O)(=O)c1ccc(C(=O)Nc2ncccc2O)cc1 (centres undefined) | -6 |
| CC(C)(C)Cc1[nH]cnc1-c1ccccc1 | -19&0 |
| CC1(C(=O)NS(=O)(=O)c2cccs2)CCN1C(=O)C1(c2ccccc2)CCCC1 (centres undefined) | -3 |
| C=C(Br)Cn1cnc2cc(C)c(C)cc21 | -6 |
| CC1NC(=S)N(c2cc3c(cc2Br)OCCO3)C1=O (centres undefined) | -3 |
| COc1cc(C=CC(=O)c2ccc(S(=O)(=O)N3CCCC3)cc2)cc(OC)c1O | -9 |
| CC(=O)N1CSCC1C(=O)Nc1nc2c(C)cccc2s1 (centres undefined) | -4 |
| CC(C)NC(=O)C1=CN2CCN(Cc3ccccc3)C(=O)N=C2O1 | -7 |
| CCC(CC)=NNc1ccc([N+](=O)[O-])cc1[N+](=O)[O-] | -14 |
| COc1cc(/C=C2/SC(=S)N(CC(=O)O)C2=O)ccc1OC(=O)c1ccc(C)cc1 | 7 |
| CC(=O)c1cccc(NC(=O)NC2CCCN(C3CCCCCC3)C2)c1 (centres undefined) | -6 |
| COc1ccc(OC)c(C2CCCN2C(=O)c2ccc(-n3cc[nH]c3=S)cc2)c1 (centres undefined) | -24 |
| O=C(CN1CCCCC1C(=O)N1CCCC1)NCCCc1ccccc1 (centres undefined) | -9 |
| CC1C(=O)N(C)CCN1C(=O)c1ccccc1-c1ccccc1 (centres undefined) | -16 |
| O=C(c1ccccc1-n1cccn1)N1CCN(Cc2ccccc2)CC1 | -12 |
| COc1cccc(/C=C2N=C(/C=C/c3ccc(C)cc3)OC\2=O)c1 | -13 |
| CC(C)N1C(=O)COCc2cc(-c3cccc(C(F)(F)F)c3)ccc21 | -16 |
| COCCN(C)CC1CCCN1C(=O)Nc1ccc(F)cc1Cl (centres undefined) | -12 |
| CCCOc1cc(C)c(C)cc1S(=O)(=O)NCc1ccc2c(c1)OCO2 | 10 |
| C=C(C)Cn1c(=O)c2c(nc3n2CCCN3c2ccc(CCCC)cc2)n(C)c1=O | -1 |
| CCOc1ccc(NS(=O)(=O)c2ccc(OC)c([N+](=O)[O-])c2)cc1OCC | -2 |
| O=c1cc(CN2CCc3[nH]nc(-c4ccc(Cl)cc4)c3C2)nc(C2CC2)[nH]1 | -16 |
| Cn1c(=NN=Cc2ccc(C#N)cc2)sc2ccccc21 | -9 |
| CCOc1ccccc1C=C1NC(=S)NC1=O | 4 |
| N#Cc1ccc(N2CCCC(C(=O)Nc3ccccc3)C2)nc1 (centres undefined) | -7 |
| CCOCC(=O)N(CC)c1ccc(S(=O)(=O)C(F)(F)F)cc1 | 0 |
| O=C1COc2cc(S(=O)(=O)N3CCN(c4ncccn4)CC3)c(Cl)cc2N1 | -9 |
| CC(C)c1nc(NC(=O)c2ccc(Cl)c(Cl)c2)n[nH]1 | 5 |
| O=C(CN1C(=O)NC2(CCCC2)C1=O)OCc1nc2scc(-c3ccco3)c2c(=O)[nH]1 | 4 |
| CC(C)(CO)CNC(=O)c1cc(COc2ccc3c(c2)CCCC3)on1 | 1 |
| COc1ccc(-c2cnc(OC(C)(C)C)nc2OC(C)(C)C)cc1 | -7 |
| Cc1ccc(S(=O)(=O)C2=C([Si](C)(C)C)C3C=CC2C3)cc1 (centres undefined) | -2 |
| CC(C)NC(=O)c1csc(N2CCN(C)C2=O)n1 | -9 |
| COCC(=O)Nn1cnc2c(cnn2-c2ccc(C)c(C)c2)c1=O | -1 |
| Cc1ccc(C)c(Nc2nc(NCc3ccco3)nc3nccnc23)c1 | -9 |
| O=c1[nH]c(CN2CCN(Cc3ccccc3)CC2)nc2ccsc12 | -3 |
| CC(C)CC1NC(=O)NC1=O (centres undefined) | -2 |
| CS(=O)(=O)N1CCN(c2ccc(Nc3cccnc3)nn2)CC1 | -2 |
| COC(=O)N(C)CC(=O)Nc1ccc2c3c(cccc13)CC2 | -3 |
| CCCn1c(=O)n(CC(O)COc2cc(C)ccc2C)c2ccccc21 (centres undefined) | 11 |
| CCn1nc(NC(C)=O)c2cc3ccc(C)cc3nc21 | -2 |
| Cn1nc(C(=O)Nc2nc3c(s2)CN(C(=O)OC(C)(C)C)CC3)c2ccccc2c1=O | -15 |
| CCn1nnc2c(SCC(=O)OC)ncnc21 | -4 |
| CCN=C1NN=C(c2c(-c3ccc(F)cc3)[nH]c3ccccc23)CS1 | 2 |
| CC(=O)Nc1ccc(S(=O)(=O)NCc2ccsc2)c(C)c1 | -13 |
| S=c1[nH]nc(-c2ccccn2)n1N=Cc1cccc2ccccc12 | 0 |
| Cc1ccccc1OCC(=O)N1CCC(c2nncn2C(C)C)CC1 | -5 |
| C#CCOc1cccc(/C=C/c2[nH]c(=O)[nH]c(=O)c2[N+](=O)[O-])c1 | -24 |
| CCS(=O)(=O)c1ccccc1C(=O)N=c1sc2ccc(OC)cc2n1CCSC | -7 |
| FC(F)(F)CN1CCC(NCc2ccc(-c3ccccc3Cl)s2)C1 (centres undefined) | -3 |

The results go on:
| smiles | mcGAS MS inh |
| --- | --- |
| CCN(CC)S(=O)(=O)c1ccc(/C=C/C(=O)N=c2sccn2C)cc1 | -1 |
| CCC(CCO)NC(=O)Nc1cc(-c2ccccc2)on1 (centres undefined) | -16 |
| O=C(NCc1cn2ccccc2n1)C1CCCN1C(=O)C1CCCCC1 (centres undefined) | -2 |
| CCn1cnnc1CCNC(=O)C1CC2(CCNCC2)CN1 (centres undefined) | -19 |
| Cc1cc(NCc2ccc3[nH]c(C)c(C)c3c2)nc(N)n1 | -17 |
| CC(N)=C(C#N)C(=O)COC(=O)C=CC(=O)OCC(=O)C(C#N)=C(C)N | -15 |
| O=c1c(Br)c(Br)cnn1CN1CCOCC1 | -8 |
| O=C(Nc1ccc(-c2ccco2)cc1)C1CCCN(Cc2cccc3c2OCO3)C1 (centres undefined) | -4&-1 |
| O=c1[nH]c2ccccc2n1C1CCN(S(=O)(=O)c2ccc3c(c2)OCCO3)CC1 | -3 |
| Cc1cc(NC(=O)c2ccc(Br)o2)no1 | -1 |

6 compounds picked at random from the list so far:
| smiles | mcGAS MS inh |
| --- | --- |
| CC1(C(=O)NS(=O)(=O)c2cccs2)CCN1C(=O)C1(c2ccccc2)CCCC1 (centres undefined) | -3 |
| CC1NC(=S)N(c2cc3c(cc2Br)OCCO3)C1=O (centres undefined) | -3 |
| N#Cc1ccc(N2CCCC(C(=O)Nc3ccccc3)C2)nc1 (centres undefined) | -7 |
| C=C(C)Cn1c(=O)c2c(nc3n2CCCN3c2ccc(CCCC)cc2)n(C)c1=O | -1 |
| CCN=C1NN=C(c2c(-c3ccc(F)cc3)[nH]c3ccccc23)CS1 | 2 |
| COc1ccc(-c2cnc(OC(C)(C)C)nc2OC(C)(C)C)cc1 | -7 |

Next results
| smiles | mcGAS MS inh |
| --- | --- |
| COc1ccc([C@@H](C)Nc2nncc(-c3ccc(Cl)cc3)n2)cc1 | 2 |
| Cn1c(CN2CCCC(CO)(Cc3ccccc3)C2)nc2ccccc21 (centres undefined) | -7 |
| O=C1Nc2ccccc2SC1Nc1ccc(Cl)c(C(F)(F)F)c1 (centres undefined) | 1 |
| COc1ccccc1OCC1CN(C(=O)c2ccc(OC(F)F)cc2)CCO1 (centres undefined) | -2 |
| CCNC(=O)c1c(C(F)(F)F)nn(C2CCCN(C(C)C)C2)c1C (centres undefined) | -9 |
| O=C(Nc1nc2c(F)cc(F)cc2s1)c1ccc2c(c1)OCO2 | -9 |
| COC(=O)Cn1c(=NC(=O)c2nc3ccccc3s2)sc2cc(S(C)(=O)=O)ccc21 | -8 |
| Cc1cc(C)n(-c2c(F)c(F)c(CN3CCCCC3)c(F)c2F)n1 | -5 |
| COCCCn1c(C)c(C)n2c3c(=O)n(Cc4ccccc4F)c(=O)n(C)c3nc12 | -7 |
| COc1nc(C)cc(C)c1CNS(=O)(=O)NCc1ccccc1 | -16 |
| O=C(C1CCCCN1Cc1c(-c2ccc3c(c2)OCO3)nc2ncccn12)N1CCCC(O)C1 (centres undefined) | 1 |
| CCCCn1c(=O)c2c(nc3n(C)c(C)cn23)n(C)c1=O | 3 |
| CN(Cc1ncccc1C(=O)O)CC1(N2CCOCC2)CCCCC1 | -3 |
| CCOCCOC(=O)c1[nH]c(C)c(C(C)=O)c1C | -2 |
| COc1ccc(OCC(=O)NNC(=O)c2ccccc2C)cc1 | -6 |
| COC(=O)c1c(C)[nH]c(C(=O)Cn2cnc3sc(C)c(C)c3c2=O)c1C | -7 |
| O=C(CC1CSc2nc3c(c(=O)n21)CCCC3)NC1CC1 (centres undefined) | -4 |
| O=C(NC[C@H]1CCCO1)C1(Oc2ccc(Cl)cc2)CCNCC1 | -14 |
| Cc1ccc(C)c(OCC(=O)NN=Cc2ccc(O)cc2O)c1 | -6 |
| COc1ccc(OCCCCOc2ccc(OC)cc2)cc1 | -11 |
| CC(C)N(C(=O)COC(=O)c1ccc(Br)o1)C(C)C | -7 |
| O=C(Nc1ccc(SCC(=O)N2CCc3ccccc32)nn1)C1CC1 | 8 |
| CCOC(=O)CSc1nc2ccc(NC(=O)CSc3nnc(C)s3)cc2s1 | -6 |
| N#CC(C(=O)c1oc2ccccc2c(=O)c1Cl)c1ccccn1 (centres undefined) | -2 |
| Cc1nc2c(c(N3CCC(C(O)CCc4ccccc4)CC3)n1)CNC2 (centres undefined) | -10 |
| Cc1sc2nc(CCN)nc(N3CC=CCC3)c2c1C | 26 |
| CCOC(=O)N1CCN(C(c2ccc(C)cc2)c2c(O)cc(C)n(Cc3ccccn3)c2=O)CC1 (centres undefined) | -11 |
| CN(Cc1cccnc1)C(=O)CC(c1ccccc1)c1ccc(Cl)cc1 (centres undefined) | -6 |
| C=CCn1c(C)cc(C(=O)Cn2cc([N+](=O)[O-])ccc2=O)c1C | -19 |
| O=C1CC(c2ccccc2)CN1Cc1nc(C2CC2)n[nH]1 (centres undefined) | -3 |
| Clc1ccc2nsnc2c1NC1=NCCN1 | 8 |
| CCC(Nc1cccc(OC)c1)C(=O)NCC1CCOCC1 (centres undefined) | -8 |
| Fc1ccc(-c2csc(-c3cccnc3)n2)cc1 | 0 |
| CCCCC1C=CCN1C(=O)c1cc(S(N)(=O)=O)ccc1F (centres undefined) | -18 |
| Cc1cc(N2C(=O)c3oc4ccc(F)cc4c(=O)c3C2c2cccc(OC(C)C)c2)no1 (centres undefined) | -9 |
| CN1C(C(=O)Nc2ccccn2)=C(O)c2sccc2S1(=O)=O | -2&17 |
| Cc1nc2sc(C)c(C)n2c(=O)c1NC(=O)c1cccc(C(F)(F)F)c1 | -1 |
| Nc1cnc(-c2cc3ccccc3o2)cn1 | -5 |
| Cc1ccccc1-n1cc(CNCc2c(C(=O)N3CCOCC3)nc3ccccn23)cn1 | -11 |
| COc1ncnc2c1sc1nc(N3CCOCC3)c3c(c12)CCCC3 | -2 |
| COc1ccc(-c2ccccc2NC(=O)C2CCCN(Cc3cccc4c3OCO4)C2)cc1 (centres undefined) | -3 |
| Cc1ccc(NC(=O)c2ccccc2Br)nc1 | -6 |
| Fc1ccc(Nc2ccc3ccccc3n2)cc1Cl | 4 |
| O=S(=O)(c1ccccc1F)N1CCN(Cc2cc(-c3ccccc3)no2)CC1 | 13 |
| C=CCc1ccccc1OCC(O)CN1CCC(C)CC1 (centres undefined) | 0 |
| O=C(CCc1cccnc1)N1CCOC(COCc2cccc(C(F)(F)F)c2)C1 (centres undefined) | -6 |
| Cc1noc(C)c1S(=O)(=O)NCc1ccc2c(c1)OCO2 | -9 |
| NC(=O)c1cncc(NCc2ccccc2)n1 | -3 |
| O=C(c1ccccc1NCc1cccs1)N1C[C@H]2CC[C@H]1C2 | -10 |
| O=C(c1ccco1)C(C(c1cccc(Cl)c1)N1CCOCC1)N1CCOCC1 (centres undefined) | -7 |

Additional structures
| smiles | mcGAS MS inh |
| --- | --- |
| Cc1nc(=O)[nH]c(C)c1CCC(=O)N1CC[C@@](C)(O)[C@@H](Cc2ccccc2)C1 | -22 |
| N#CC1CCN(C(=O)NCC(c2cccs2)c2c[nH]c3ccccc23)CC1 (centres undefined) | 3 |
| CCCCNS(=O)(=O)c1ccc2c(c1)[nH]c(=S)n2CCCC | 6 |
| Cc1cc(OCC2CN(C(=O)C(C)NC(=O)OCc3ccccc3)CCO2)ccc1Cl (centres undefined) | -5 |
| CCN(CC)c1ccc(C(=O)OC2CC(C)OC2=O)c(O)c1 (centres undefined) | -8 |
| c1ccc(-n2nnnc2Sc2ncnc3sc4c(c23)CCC4)cc1 | -5 |
| Cc1c(C(=O)NCCCOC(C)C)c(C(F)(F)F)nn1C1CCCN(C)C1 (centres undefined) | -5 |
| O=P1(NN=Cc2ccccc2Cl)C=C(c2ccccc2)OC(c2ccccc2)=C1 | -11 |
| O=C(Nc1cccc2c(=O)[nH][nH]c(=O)c12)C1Cc2ccccc2O1 (centres undefined) | -5 |
| Cn1cccc1CN(Cc1ccco1)S(=O)(=O)c1ccc(Cl)c([N+](=O)[O-])c1 | -1 |
| CCn1nc(CNC(=O)C2CC3(CCNCC3)CN2)c2ccccc21 (centres undefined) | -1 |
| CCOc1ccccc1OCCCC(=O)N1CCCC(C(=O)NC)C1 (centres undefined) | -3 |
| CN(C)C(=O)c1nn(-c2c(Cl)cc(Cl)cc2Cl)cc1O | -5&-2 |
| CCOC(=O)C1(Cc2ccccc2Cl)CCN(C(=O)C2=C(C)OCCO2)CC1 | -12 |
| Cc1cc(CC(C)Nc2nccc(CCC(F)(F)F)n2)n[nH]1 (centres undefined) | -6 |
| CCc1ccc(C(C)NC(=O)COC(=O)c2sccc2S(=O)(=O)N2CCC(CO)CC2)cc1 (centres undefined) | -2 |
| CC1CC(N(C)Cc2nccn2C(F)F)C(=O)O1 (centres undefined) | -4 |
| CC(CC#N)Sc1ccccc1NC(=O)C1CC(=O)N(CC2CC2)C1 (centres undefined) | 66* |
| COc1c(C)cc(C(=O)N2CCOC(COCc3ccccc3)C2)cc1C (centres undefined) | -4 |
| Cc1cc(=O)n(CC(=O)Nc2ccncc2)cn1 | -7 |
| C=C(C)Cn1c(=O)c2c(nc3n2CC(C)=NN3Cc2ccccc2Cl)n(C)c1=O | 0 |
| O=C1c2ccccc2C(=O)c2c1oc1c3c(ccc21)OCN(CCCN1CCOCC1)C3 | 28 |
| CN(C)CCN(Cc1ccccn1)C(=O)C(=O)Nc1ccc(F)cc1 | -11 |
| O=c1c2cc3c(=O)n(-c4cccc(Cl)c4)ccc3nc2ccn1CCO | -4 |
| CCC(C)(C)NCC(=O)N1CCc2cc(-c3csc(C)n3)ccc21 | -3 |

An excerpt; rates above refer to the full screens.
